H9c2 TAG inh – inhibitors of triacylglycerol accumulation; H9c2 cells, Nile Red lipid (TAG) fluorescence; cells loaded with 200 µM oleic acid; inhibition, % at 12.5 µM; hit rate 0.66% among 230,000;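 active = pattern-corrected inhibition of lipid staining of at least 50% with the nuclear-stain viability signal not falling by more than 50%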;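 also: 0% = DMSO wells and 100% = triacsin C control wells; some results filed as inactive read as strong as hits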
H9c2 TAG inh DAPI viability – also measured in H9c2 TAG inh; calls as there; DAPI nuclei signal change (viability), lower = more cytotoxic, %;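 whole-well DAPI fluorescence read on a plate reader as a viability signal; minus 50 percent equals half of cells still viable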
* marks the source's active call; other numbers are inactive results.

SMILES	H9c2 TAG inh	H9c2 TAG inh DAPI viability
Cc1cc(C)c2nc(NC(=O)c3ccc([N+](=O)[O-])o3)sc2c1	63.8*	-30.9*
Cc1ccc(Cl)c2sc(NC(=O)C3=COCCO3)nc12	14.8	-2.7
CN1CCc2c(sc3c2C(=O)NC(c2ccc(-c4cccc(Cl)c4)o2)N3)C1 (stereo not given)	-10.0	12.6
CC(C)=CCN1CCN(Cc2cnc(-c3ccccc3)s2)CC1CCO (stereo not given)	4.2	0.1
Cc1cc(C)c(S(=O)(=O)N2CCN(C(=O)C3COc4ccccc4O3)CC2)c(C)c1 (stereo not given)	-21.5	-3.4
COc1ccc(NC(=O)CN(C)C(=O)c2cn(-c3ccccc3)nc2-c2ccc(Cl)cc2)cc1	22.2	-4.8
COCCN1C(=O)N(c2cccc(OC)c2)C(=O)C1CC(=O)Nc1ccc(Cl)cc1 (stereo not given)	-1.5	-0.7
O=C(COc1ccc(S(=O)(=O)Nc2ccc(Cl)cc2)cc1)N1CCOCC1	5.9	0.3
NC(=O)c1ccc(Nc2ccc3nonc3c2[N+](=O)[O-])cc1	4.4	0.5
COc1ccc(C(=O)CSc2nnc(CNC(=O)c3ccco3)n2C)cc1	3.3	1.2
Cc1ccc2nc(COC(=O)CNC(=O)c3ccccc3)cn2c1	-9.5	6.0
NC(=O)CCn1c2ccccc2c2ccccc21	8.7	-2.6
C[C@H]1CN(CCc2ccccc2)C(=O)[C@@H]1CC(=O)NCc1ccccc1	-44.0	17.5
Cc1ccc(S(=O)(=O)Nc2cc(=O)[nH]c(SCc3ccccc3Cl)n2)cc1	17.6	-10.6
O=C(OCc1ccccc1C(F)(F)F)c1ccc(Br)c(S(=O)(=O)N2CCOCC2)c1	-6.7	-10.1
O=C(COc1ccc(S(=O)(=O)N2CCCCC2)cc1)NCC1CCCO1 (stereo not given)	-6.4	2.9
COc1cc(OC)c2c(-c3cccc(-c4ccc(C(F)(F)F)cc4)c3)cc(=O)oc2c1	24.5	-30.2
C[C@H]1CN([C@@H](C)CO)S(=O)(=O)c2ccc(Br)cc2O[C@H]1CN(C)Cc1ccccc1F	5.2	0.8
COc1ccc(-n2ncc3c(=O)n(Cc4c(F)cccc4Cl)cnc32)cc1	14.5	-27.0
Cc1ccc(S(=O)(=O)N(C)CC(=O)NCCCn2nc(C)cc2C)cc1	-5.2	2.3
O=S(=O)(NCc1cccs1)c1cccc(S(=O)(=O)N2CCCCC2)c1	-13.1	-6.2
CC1(C(=O)NS(=O)(=O)c2cccc(F)c2)CCN1C(=O)CC1CCCCC1 (stereo not given)	3.4	4.6
COc1ccc(F)cc1C(=O)C1CCCN(C(=O)Cc2c(C)noc2C)C1 (stereo not given)	-6.0	1.1
CCCS(=O)(=O)N1CCN(C(=O)c2ccc(-c3ccccc3)cc2)CC1	7.6	-1.5
O=C(Cc1ccc(Cl)cc1)NCCS(=O)(=O)N1CCN(c2ccccc2)CC1	-3.7	4.7
CCCc1ccc2oc(C(=O)N3CCN(c4cnccn4)CC3)c(C)c2c1	-16.0	9.9
COc1cc(C(=O)Nc2nnc(CC(=O)N3CCOCC3)s2)cc(OC)c1OC	-10.2	4.5
O=C(O)c1cccc(-n2cccc2/C=C\[N+](=O)[O-])c1	-1.6	-1.6
Cc1cccn2c(=O)nc(SCC(=O)N3CCC(C)CC3)nc12	5.0	-1.0
CC(C)CCn1c(SCCc2ccccc2)nc2c1c(=O)[nH]c(=O)n2C	-21.1	4.9
CCc1nnc(NC(=O)CN2CCCC(C)C2)s1 (stereo not given)	-5.0	5.0
Cc1ccc(C(=O)c2ccc([N+](=O)[O-])cc2)c(C)c1	-0.4	-7.5
Cc1ccc(CC(=O)N2CCN(C(=O)C3CCCO3)CC2)cc1 (stereo not given)	-1.2	-4.1
O=C(/C=C\c1ccccc1)Oc1cccc2cccnc12	0.8	4.6
CC(Cc1cccnc1)NC(=O)c1cc(COc2ccc(F)cc2F)on1 (stereo not given)	25.3	-8.9
COc1ccc(NC(=O)COc2ccccc2C#N)c(S(=O)(=O)N2CCCCC2)c1	-39.8	-4.4

Quoted at random: 4 entries already listed
SMILES	H9c2 TAG inh	H9c2 TAG inh DAPI viability
O=C(O)c1cccc(-n2cccc2/C=C\[N+](=O)[O-])c1	-1.6	-1.6
CC(C)CCn1c(SCCc2ccccc2)nc2c1c(=O)[nH]c(=O)n2C	-21.1	4.9
COc1ccc(NC(=O)COc2ccccc2C#N)c(S(=O)(=O)N2CCCCC2)c1	-39.8	-4.4
Cc1ccc(C(=O)c2ccc([N+](=O)[O-])cc2)c(C)c1	-0.4	-7.5

Next results:
SMILES	H9c2 TAG inh	H9c2 TAG inh DAPI viability
CCc1nc2c(cnn2-c2ccc(F)cc2)c(=O)n1-c1ccc(N2CCC(C)CC2)cc1	-53.2	7.9
COc1ccc(C(=O)N2CCN(c3cnn(-c4ccccc4)c(=O)c3Cl)CC2)cc1	26.3	-17.6
CCOC(=O)C1CCCN(C(=O)COc2ccc(S(=O)(=O)N(CC)c3ccccc3)cc2)C1 (stereo not given)	11.3	-4.3
C/C=C/c1ccc(OCC(=O)N(CCOC)c2c(N)n(CCCC)c(=O)[nH]c2=O)c(OC)c1	8.6	3.7
Cc1ccc(CN2C(=O)c3ccccc3NC2c2ccccn2)cc1 (stereo not given)	6.3	10.2
COc1ccccc1CNC(=O)C1CCN(S(=O)(=O)c2cccc3cccnc23)CC1	12.6	-5.2
Cc1cccc(NC(=S)N(CCCN2CCOCC2)Cc2ccco2)c1	5.8	-11.9
CN1/C(=C\C(=O)COC(=O)CNC(=O)c2ccccc2F)C(C)(C)c2ccccc21	-1.3	-8.2
CCc1cc(C(=O)N2CCN(C(=O)c3ccccc3)CC2)sc1C	-10.1	-1.7
O=C1[C@@H]2C(c3cccnc3)=NO[C@@H]2C(=O)N1c1ccc(Cl)cc1Cl	3.5	-5.7
CN(Cc1cccs1)C(=O)c1cc(S(=O)(=O)N2CCOCC2)ccc1N1CCCC1	-5.4	11.4
CCCN(Cc1nnc(-c2cccs2)o1)C(=O)c1cc(S(=O)(=O)N2CCOCC2)ccc1C	10.5	-8.4
COc1ccc(N2CCN(C(=O)C(=O)c3cn(CC(=O)N4CCCCCC4)c4ccccc34)CC2)cc1	0.6	-2.1
CC1CCCN(C(=S)SCC(=O)c2cc(Br)cc(Br)c2O)C1 (stereo not given)	33.4	-4.9
Cc1ccc(SCC(=O)Nc2cc(S(=O)(=O)N3CCCCC3)ccc2C)cc1	-13.1	4.3
Cc1ccc(C)c(NC(=O)CN(C)C(=O)c2cccc(S(=O)(=O)N(C)C)c2)c1	6.1	-2.2
Oc1ccc(Br)cc1-c1nc2cnccn2c1NC1CCCC1	-5.2	52.0
Cc1cc(C)n(CC(=O)c2cccc([N+](=O)[O-])c2)n1	-10.7	-4.9
Cc1nc(SCC(=O)Nc2ccc3[nH]c(=O)[nH]c3c2)nc(C)c1C	-7.0	2.7
COc1ccc(/C=N/N=C2/NC(=O)C(c3ccccc3)S2)c(OC)c1 (stereo not given)	-35.9	19.8
COc1ccc(CC(=O)NCC2CCCN(Cc3ccc(OC(F)(F)F)cc3)C2)cc1 (stereo not given)	18.4	0.9
Cc1ccc(NC(=O)c2cccc(S(=O)(=O)N3CCCC3)c2)nc1	-13.5	4.5
COc1cccc(/C=N/NC(=O)C(=O)N2CCCC2)c1OC	7.9	-1.5
COCCN1C(=O)c2ccccc2C(C(=O)NCC2CCCO2)C1c1c[nH]c2ccccc12 (stereo not given)	-0.7	2.7

Entries of single compounds from above. Values in the order: H9c2 TAG inh	H9c2 TAG inh DAPI viability
COc1cccc(/C=N/NC(=O)C(=O)N2CCCC2)c1OC reads 7.9	-1.5
CC1CCCN(C(=S)SCC(=O)c2cc(Br)cc(Br)c2O)C1 (stereo not given) reads 33.4	-4.9
Cc1ccc(NC(=O)c2cccc(S(=O)(=O)N3CCCC3)c2)nc1 reads -13.5	4.5

Following part.
SMILES	H9c2 TAG inh	H9c2 TAG inh DAPI viability
COCCCC1CCN(Cc2nc(Cc3ccccc3Cl)no2)CC1	-9.7	6.8
CCC/C=N/Nc1nc2ccccc2s1	-4.1	3.9
O=C(CCS(=O)(=O)c1ccc(Cl)cc1)NC1CCCC1	-20.5	3.0
CSCc1ccc(C(=O)N2CCC(N3CCC(C(=O)NC(C)C)CC3)CC2)o1	6.2	-3.0
COc1ccc(Cl)cc1-c1cc(C(=O)NCC2CCCCC2)[nH]n1	53.5*	1.3*
c1ccc2cc(OCCOCCOc3ccc4ccccc4c3)ccc2c1	-7.9	7.3
CCCCCC(=O)N1C[C@@H](n2cc(C3CC3)nn2)[C@H](O)C[C@@H]1c1ccccc1	-8.3	12.8
CCC(C)NC(=O)C1=CCN(S(=O)(=O)c2ccc(C)cc2)CC1 (stereo not given)	-4.3	0.0
Cc1cc2c(C)nc(-c3ccccc3)nc2o1	2.7	1.2
Cc1cc(C)nc(Nc2n[nH]c(-c3ccc(C(C)(C)C)cc3)n2)n1	17.3	5.7
COc1ccc(Nc2ccc([N+](=O)[O-])cc2[N+](=O)[O-])cc1	5.6	-10.4
COc1ccc(NC(=O)CSc2nnc(Cc3ccc(C)cc3)c(=O)n2N)cc1OC	37.3	1.4

Reformatted as labelled records: part of the list above.
> Cc1cc(C)nc(Nc2n[nH]c(-c3ccc(C(C)(C)C)cc3)n2)n1
  H9c2 TAG inh: 17.3 | H9c2 TAG inh DAPI viability: 5.7
> COc1ccc(Nc2ccc([N+](=O)[O-])cc2[N+](=O)[O-])cc1
  H9c2 TAG inh: 5.6 | H9c2 TAG inh DAPI viability: -10.4

The list goes on:
SMILES	H9c2 TAG inh	H9c2 TAG inh DAPI viability
CCCCn1c(CCNC(=O)CC)nc2ccccc21	0.1	-6.9
NS(=O)(=O)c1ccc(CCNc2ncnc3c2c(-c2ccccc2)cn3-c2ccc(F)cc2)cc1	4.5	-6.1
C[C@H]1CC[C@@]2(O[C@@H](CCO)C[C@H](O)[C@H]2O)O1	17.1	1.8
CC1CCCC(NC(=O)CSc2n[nH]c(=O)n2Cc2ccccc2)C1C (stereo not given)	1.0	-1.4
COc1ccc(C(=S)N2CCN(c3cccc(Cl)c3)CC2)cc1	-1.0	-7.5
COc1ccc(C(=S)Nc2ccc(N(C)C)cc2)cc1	-20.3	5.5
Cc1c(C(=O)C(=O)N2CCCc3ccccc32)c2ccccc2n1C	10.5	-19.1
C=CCNC(=S)NC(CC(=O)OC)c1ccc2c(c1)OCO2 (stereo not given)	-4.3	5.9
COc1ccccc1-c1cc(C(=O)NCCc2ccccc2)no1	-3.4	17.5
Cc1cc(NC(=O)CSCC(=O)Nc2nc3ccccc3[nH]2)no1	-12.6	3.4
COCCOC(=O)/C(C#N)=C/c1cn(Cc2ccccc2)nc1-c1cccnc1	-5.6	8.2
CCOC(=O)C1(CC)NC(c2ccc(OC)cc2OC)C2C(=O)N(C)C(=O)C21 (stereo not given)	-2.5	-1.3
CCOC(=O)C1=C(CN2CCN(c3ccc(F)cc3)CC2)NC(=O)NC1c1cccs1 (stereo not given)	-4.7	0.9
Cc1cc(C)c(C)c(S(=O)(=O)N2CCN(c3ncnc4ccccc34)CC2)c1C	-26.7	-15.7
CO/N=C/c1c(-c2ccc(Cl)cc2)nc2cc(C)ccn12	7.0	17.2
O=C(COC(=O)c1ccccc1)Nc1ccc2[nH]c(=O)[nH]c2c1	7.0	6.4
CC(NC(=O)CSc1nc(C2CC2)n(-c2ccccc2)n1)c1ccco1 (stereo not given)	-0.6	7.5
COc1ccc(Nc2nc(N)nc(CSC(=S)N3CCCCC3C)n2)cc1 (stereo not given)	6.4	-6.8
O=C(c1[nH]ncc1-c1ccccc1)C1CO1 (stereo not given)	14.7	-9.7
COc1ccccc1C(=O)N(CN1CCCC1=O)c1cccc(Cl)c1	7.0	-3.7
COc1cc(NC(=O)Cn2cnc3c(NCc4ccccc4)ncnc32)cc(OC)c1OC	20.2	-3.8
CC(C)c1ccc(-c2csc(NC(=O)c3cccs3)c2C(=O)O)cc1	8.4	-7.7
CC(NC(=O)COC(=O)/C=C/c1ccc(Cl)cc1)c1ccccc1 (stereo not given)	-8.2	1.5
COc1ccc(CCNC(=O)CC2Nc3ccccc3NC2=O)cc1 (stereo not given)	11.0	-5.4
CCC1(C)Cc2c(sc3c2c(=O)n(C)c2nnc(SCCc4ccccc4)n32)CO1 (stereo not given)	-5.7	5.6
CCOP(=O)(c1ccccc1)C(O)c1ccccc1 (stereo not given)	10.8	-12.3
COc1cc(C(=O)N2C[C@H]3CC[C@H]2C3)ccc1OC1CCN(C(C)=O)CC1	-8.7	0.3
Cc1cccc(NC(=S)N/N=C/c2cccn2Cc2ccc(F)cc2)c1	-23.3	6.8
CC1CN(c2oc(-c3ccccc3Cl)nc2C#N)CC(C)O1 (stereo not given)	-26.7	6.8
CN1CCN(c2ccc(Cl)cc2NC(=O)CC2OC(=O)c3ccccc32)CC1 (stereo not given)	-2.1	4.7
CCC(=O)N1CCc2cc(S(=O)(=O)NCCCN(CC)Cc3ccccc3)ccc21	1.7	2.2
CC(=O)c1cccc(NC(=O)c2ccccc2-c2ccccc2C(=O)O)c1	7.8	-9.0
COc1ccc(-c2cc(CCCC(=O)NCc3ccccn3)no2)cc1	-1.0	-5.1
COc1ccc(-c2sc3ccccc3c2/C=C/c2ccncc2)cc1	16.8	7.6
CCc1ccc(CNc2ccc(N3CCN(C(C)=O)CC3)cc2)cc1	8.4	-4.4
Brc1ccc(-c2nnc(SCCC3OCCCO3)o2)cc1	10.7	-4.9
c1ccc(OCc2nn3c(-c4ccccn4)nnc3s2)cc1	8.0	-15.1
COc1cc2c(cc1OC)CN(C(=O)C1CCCN(C(=O)c3ccc(Cl)cc3)C1)CC2 (stereo not given)	14.8	-1.3

Source: PubChem (Sanford-Burnham Center for Chemical Genomics)

Only part of the results is shown; count on the stated rates, not on these rows.
